ATG4B inhibitor – inhibitors of human ATG4B cysteine protease. Q9Y4P1. ATG4B cleavage of LC3-PLA2, NBD-HPC fluorescence, 1 h. inhibition, % at 8.33 µM. 340,000 tested, 0.51% active. AID 504462; in the data active = inhibition above about 40%
Target sequence (Q9Y4P1 whole entry, looked up): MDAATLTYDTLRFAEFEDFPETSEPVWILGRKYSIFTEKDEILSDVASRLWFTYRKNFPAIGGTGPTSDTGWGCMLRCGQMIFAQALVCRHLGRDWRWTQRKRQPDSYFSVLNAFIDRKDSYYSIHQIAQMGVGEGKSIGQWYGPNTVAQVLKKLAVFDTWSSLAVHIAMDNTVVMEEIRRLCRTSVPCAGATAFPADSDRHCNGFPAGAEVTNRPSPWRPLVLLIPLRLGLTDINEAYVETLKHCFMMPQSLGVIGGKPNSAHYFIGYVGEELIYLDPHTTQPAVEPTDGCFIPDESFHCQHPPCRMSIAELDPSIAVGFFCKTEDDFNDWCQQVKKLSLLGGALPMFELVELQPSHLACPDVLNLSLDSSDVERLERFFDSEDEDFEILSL
NALP3 yeast inh – inhibitors of NALP3 inflammasome in yeast. Yeast reconstituted NLRP3/ASC/caspase-1, beta-gal luminescence, 24 h. AID 2825. 330,000 tested, 0.39% active. inhibition, % at 10 µM;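 active = inhibition of 50% or more; inactive = inhibition below 50%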;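 note: plate controls were induced DMSO wells for no effect and uninduced yeast grown without galactose for full effect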
mIAP act – mouse IAP activation; 330,000 tested, 0.24% active; muIAP, CDP-Star luminescence, 30 min; stronger effect = higher value; 1 = vehicle-only enzyme signal, 0 = enzyme-free wells; activation factor at 10 µM;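 active = activation factor of at least 2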; note: the source names both 10 and 20 µM as test concentration; values of inactives mirror those of a sister screen read the other way
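System: Mouse IAP enzyme | Also added: CDP-Star substrate | Dosing: Compounds dispensed in DMSO | Schedule: 30 min enzyme-substrate-compound incubation at room temperature | Technique: Chemiluminescence readout | Control set: DMSO-only wells and no-enzyme negative control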
hIAP activ – human IAP activation | P09923 | purified human IAP, CDP-Star luminescence, 30 min; stronger effect = higher value; 1 = vehicle-only enzyme, 0 = enzyme-free background | activation factor at 10 µM | 330,000 tested, 0.16% active;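 active = activation factor of the enzyme at least 2-fold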; note: the source names both 10 and 20 µM as test concentration; values of inactives mirror those of a sister screen read the other way
Target sequence (P09923 whole entry, looked up): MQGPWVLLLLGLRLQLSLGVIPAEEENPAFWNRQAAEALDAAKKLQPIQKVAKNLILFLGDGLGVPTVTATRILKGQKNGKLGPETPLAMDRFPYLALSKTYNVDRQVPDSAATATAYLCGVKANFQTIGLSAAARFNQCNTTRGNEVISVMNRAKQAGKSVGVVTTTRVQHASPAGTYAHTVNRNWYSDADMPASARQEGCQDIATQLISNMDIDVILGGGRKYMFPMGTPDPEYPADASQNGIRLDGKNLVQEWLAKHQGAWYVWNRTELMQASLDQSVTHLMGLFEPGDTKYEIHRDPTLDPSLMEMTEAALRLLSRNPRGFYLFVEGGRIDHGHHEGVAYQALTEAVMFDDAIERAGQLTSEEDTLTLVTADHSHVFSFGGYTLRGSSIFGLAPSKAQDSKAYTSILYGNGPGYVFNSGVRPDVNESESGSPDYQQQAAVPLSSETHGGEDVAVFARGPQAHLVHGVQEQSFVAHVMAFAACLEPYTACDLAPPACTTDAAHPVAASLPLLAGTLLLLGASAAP
tim10-1 inh – growth inhibitors of tim10-1 mutant yeast; S. cerevisiae tim10-1 ts strain growth, BacTiter-Glo, 24 h; inhibition, % at 20 µM; 330,000 tested, 2.2% active; AID 463190;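 active = inhibition of at least 40%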;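 note: mutant grown at 25 °C; 0% = DMSO wells with yeast and 100% = wells holding no yeast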
TIM10 inh – growth inhibitors of TIM10 yeast strain | S. cerevisiae TIM10 strain growth, BacTiter-Glo luminescence, 24 h | inhibition, % at 10 µM | 330,000 tested, 1.4% active | AID 463195;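 active = inhibition of 40% or more at the single tested concentration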;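 note: wild-type TIM10 isogenic control strain grown at permissive 25 °C; 0% = DMSO yeast wells and 100% = minimal medium wells without yeast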
Apaf-1 inh – blocks human Apaf-1 apoptosome activity; O14727; reconstituted apoptosome caspase-3 activity, DEVD-Rh110 fluorescence; inhibition, % at 20 µM; 330,000 tested, 0.71% active; AID 489030; active = inhibition of at least 40% at 20 µM;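 note: plate controls were DMSO wells for no effect and DEVD-CHO caspase inhibitor wells for full effect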
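Material: reconstituted apoptosome with Apaf-1, cytochrome c, caspase-9, procaspase-3, dATP; medium: pH 7.5 Hepes buffer with CHAPS, BSA, DTT; also added: cytochrome c and DEVD-Rh110 substrate; timing: 30 min plus 50 min, RT; signal: Rh110 fluorescence intensity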
hIAP block – human IAP inhibition; purified IAP, CDP-Star luminescence, 30 min; 330,000 tested, 0.12% active; inhibition, % at 10 µM;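 active = inhibition reaching a set limit with compound at 10 µM in the primary screen, cut at about 35% in these data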;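 note: plate controls were DMSO wells with enzyme for no effect and no-enzyme buffer wells for full effect; values of inactives mirror those of a sister screen read the other way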
mIAP block – mouse IAP inhibition | 330,000 tested, 0.2% active | inhibition, % at 10 µM | AID 2806 | purified mouse IAP, CDP-Star luminescence, 30 min;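 active = inhibition of at least 40% at 10 µM in the primary screen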;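 note: plate controls were DMSO with enzyme for no effect and no enzyme wells for full effect; values of inactives mirror those of a sister screen read the other way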
* marks the source's active call; other numbers are inactive results.

SMILES | ATG4B inhibitor | NALP3 yeast inh | mIAP act | hIAP activ | tim10-1 inh | TIM10 inh | Apaf-1 inh | hIAP block | mIAP block
C=CCn1c(=O)c2c(nc3n2CCN3c2cccc(Cl)c2C)n(C)c1=O | 3.1 | 0.5 | 0.964 | 0.781 | 23.5 | 20.0 | -0.3 | 21.9 | 3.6
Cc1c(C(=O)O)nnn1-c1ccccc1 | -1.4 | 15.0 | 1.11 | 0.939 | -11.8 | -4.3 | -21.3 | 6.1 | -10.7
COc1ccccc1N1C(=O)CSC1=S | -3.8 | 6.8 | 0.846 | 0.899 | 32.7 | 19.3 | 5.0 | 10.1 | 15.4
Cc1ccc(S(=O)(=O)Nc2c(NC3CCCCC3)c3ccccc3oc2=O)cc1C | 9.5 | -5.1 | 0.976 | 1.09 | 22.2 | 3.0 | 7.2 | -8.7 | 2.4
COC(=O)c1cccc(C(=O)N2CCCC(C(=O)c3ccccc3OC)C2)c1 (centres undefined) | 7.0 | -29.0 | 0.994 | 0.98 | 27.2 | 8.3 | -4.5 | 2.0 | 0.6
CSc1cccc(NC(=S)NN(C)C)c1 | -1.1 | 8.3 | 0.935 | 0.837 | 21.8 | -10.4 | 2.7 | 16.3 | 6.5
Cc1cnc(C(=O)Nc2ccc(S(=O)(=O)N(C(C)C)C(C)C)cc2)cn1 | 2.2 | 23.6 | 1 | 0.779 | 10.8 | -7.3 | 4.8 | 22.1 | -0.4
O=C(OC1CCOC1=O)c1cccc(S(=O)(=O)N2CCc3ccccc3C2)c1 (centres undefined) | -4.7 | 7.6 | 1.05 | 1.22 | -2.0 | -4.4 | 2.1 | -21.9 | -4.6
COc1ccc(-c2noc(C3CCCN(C(=O)Nc4ccccc4F)C3)n2)cc1 (centres undefined) | 0.0 | 24.9 | 1.01 | 0.95 | -6.1 | 3.4 | 3.5 | 5.0 | -0.7
CC1(C)Cc2nc(-c3ccccc3)nc(SCC(=O)N3CCCC3)c2CO1 | -7.6 | 22.2 | 1.02 | 0.733 | 4.3 | 13.4 | -14.2 | 26.7 | -2.0
CCC(=O)NC(=S)Nc1ccc(NC(=O)c2ccc(Br)o2)cc1 | -21.6 | 19.7 | 1.06 | 0.948 | 20.9 | 13.0 | -3.0 | 5.2 | -6.2
COC(=O)c1cc(CN2CCN(c3ccccc3C)CC2)ccc1O | 9.2 | -8.8 | 1.06 | 0.946 | 6.2 | -4.3 | 10.4 | 5.4 | -5.6
COc1ccccc1NC(=O)c1ccccc1NC(=O)c1cccs1 | -8.8 | 34.0 | 0.979 | 0.943 | 11.5 | 6.0 | 5.8 | 5.7 | 2.1
CC1CN(CC(=O)NCc2ccc(F)cc2)CC(C)O1 (centres undefined) | -2.5 | 10.5 | 0.951 | 0.962 | -10.3 | -2.3 | 2.2 | 3.8 | 4.9
CCCCCN(C(=O)COC(=O)c1ccc(Br)o1)c1c(N)n(CCCC)c(=O)[nH]c1=O | 4.6 | 15.8 | 0.963 | 1.23 | 12.2 | -7.3 | -5.7 | -22.7 | 3.7

Part of the list above in order of length of the SMILES, smallest number first:
SMILES | ATG4B inhibitor | NALP3 yeast inh | mIAP act | hIAP activ | tim10-1 inh | TIM10 inh | Apaf-1 inh | hIAP block | mIAP block
COc1ccccc1N1C(=O)CSC1=S | -3.8 | 6.8 | 0.846 | 0.899 | 32.7 | 19.3 | 5.0 | 10.1 | 15.4
CC1CN(CC(=O)NCc2ccc(F)cc2)CC(C)O1 (centres undefined) | -2.5 | 10.5 | 0.951 | 0.962 | -10.3 | -2.3 | 2.2 | 3.8 | 4.9
Cc1cnc(C(=O)Nc2ccc(S(=O)(=O)N(C(C)C)C(C)C)cc2)cn1 | 2.2 | 23.6 | 1 | 0.779 | 10.8 | -7.3 | 4.8 | 22.1 | -0.4

Later entries:
SMILES | ATG4B inhibitor | NALP3 yeast inh | mIAP act | hIAP activ | tim10-1 inh | TIM10 inh | Apaf-1 inh | hIAP block | mIAP block
CCOc1cc(CC(=O)N[C@@H](CC(C)C)c2ccccc2N2CCCCC2)ccc1C(=O)O | -5.4 | 6.9 | 0.991 | 1.08 | 5.4 | 8.9 | 0.6 | -8.3 | 0.9
S=c1[nH]nc(-c2ccncc2)n1/N=C/c1cccc(Cl)c1 | 1.5 | 16.4 | 0.94 | 0.859 | 15.5 | 5.6 | 3.0 | 14.1 | 6.0
CN(Cc1ccccc1F)C(=O)c1ccc2c(=O)n3c(nc2c1)CCC3 | 2.5 | 20.5 | 0.979 | 0.959 | 21.7 | 7.2 | 1.3 | 4.1 | 2.1
COc1cccc(NC(=O)Nc2ccc3c(c2)nnn3C)c1 | 1.0 | 17.5 | 1.44 | 1.21 | -0.7 | -19.6 | 8.4 | -20.7 | -43.9
CC(C)CNS(=O)(=O)c1ccc(CCC(=O)NCc2ccncc2)cc1 | -4.2 | 8.4 | 1.1 | 1.13 | 11.1 | 9.4 | 3.3 | -12.8 | -10.5
Cc1ccc(NC(=O)CCCSc2ccccc2)cc1S(=O)(=O)N1CCOCC1 | -15.1 | -1.0 | 1.25 | 1 | -14.5 | -4.7 | -15.6 | -0.2 | -24.6
Cc1cccc(-n2c(=O)cc(N3CCN(c4ccc(F)cc4)CC3)[nH]c2=O)c1 | 1.1 | 19.0 | 1.05 | 0.916 | -19.0 | 7.9 | -4.1 | 8.4 | -4.8
COc1cccc(CN2CCN(Cc3nc(-c4cccs4)oc3C)CC2CCO)c1 (centres undefined) | -4.2 | 1.2 | 0.957 | 1.02 | 10.4 | -3.8 | -8.8 | -1.7 | 4.3
O=C(Cc1ccc([N+](=O)[O-])cc1)NCc1ccccn1 | -2.6 | 1.0 | 1.03 | 1.22 | 12.1 | 2.6 | -4.3 | -22.0 | -3.2
COc1ccc(C(=O)NNC(=O)c2cccs2)cc1S(=O)(=O)N1CCOCC1 | -1.9 | 19.0 | 1.08 | 1.16 | -17.9 | -6.2 | 4.8 | -16.2 | -8.0
NS(=O)(=O)c1ccc(NC(=O)CSc2nc3ccccc3c(=O)n2Cc2ccncc2)cc1 | -4.7 | 17.1 | 1.05 | 1.06 | -15.1 | 7.8 | 17.3 | -6.0 | -5.3
COc1ccc(/C(C)=N/NC(=O)c2nnn(-c3nonc3N)c2-c2cccs2)cc1 | -1.8 | 3.8 | 0.914 | 1.14 | 19.9 | -8.1 | -5.6 | -13.9 | 8.6
Cc1ccccc1OCC(=O)OC(C(=O)c1ccccc1)c1ccccc1 (centres undefined) | -13.0 | -81.9 | 0.96 | 1.07 | 5.9 | 12.8 | 5.1 | -6.8 | 4.0
CN(C)c1ccc(CNC(=O)C2CCN(S(=O)(=O)c3ccc4c(c3)CCC(=O)N4)CC2)cc1 | -6.0 | 10.6 | 1.05 | 0.907 | -19.8 | 6.0 | 3.3 | 9.3 | -5.2
CCOc1ccc2ccccc2c1C(=O)NCC(c1ccc(N(C)C)cc1)N(C)C (centres undefined) | -1.3 | 10.9 | 1.02 | 1.12 | 4.8 | -0.8 | -4.5 | -12.3 | -1.8

Arranged by the number under NALP3 yeast inh (high to low): some entries from above.
| structure | ATG4B inhibitor | NALP3 yeast inh | mIAP act | hIAP activ | hIAP block | mIAP block |
| --- | --- | --- | --- | --- | --- | --- |
| CCOc1cc(CC(=O)N[C@@H](CC(C)C)c2ccccc2N2CCCCC2)ccc1C(=O)O | -5.4 | 6.9 | 0.991 | 1.08 | -8.3 | 0.9 |
| COc1cccc(CN2CCN(Cc3nc(-c4cccs4)oc3C)CC2CCO)c1 (centres undefined) | -4.2 | 1.2 | 0.957 | 1.02 | -1.7 | 4.3 |
| Cc1ccc(NC(=O)CCCSc2ccccc2)cc1S(=O)(=O)N1CCOCC1 | -15.1 | -1.0 | 1.25 | 1 | -0.2 | -24.6 |

A few values from the entries so far.
CN(C)c1ccc(CNC(=O)C2CCN(S(=O)(=O)c3ccc4c(c3)CCC(=O)N4)CC2)cc1 @ ATG4B inhibitor = -6.0
O=C(OC1CCOC1=O)c1cccc(S(=O)(=O)N2CCc3ccccc3C2)c1 (centres undefined) @ mIAP block = -4.6

The list goes on:
SMILES | ATG4B inhibitor | NALP3 yeast inh | mIAP act | hIAP activ | tim10-1 inh | TIM10 inh | Apaf-1 inh | hIAP block | mIAP block
CCCCCOc1ccc(C(=O)CCN2CCOCC2)cc1 | -6.3 | 47.6 | 1.03 | 0.979 | 39.7 | 11.8 | 1.0 | 2.1 | -3.2
COc1ccc(/C=N/NC(=O)CN2CCCCCCC2)c(C)c1C | -2.0 | 15.9 | 0.971 | 1.05 | -1.2 | 2.0 | -2.7 | -4.9 | 2.9
CC(C)COc1ccc(N)cc1OCC(C)C | 9.5 | 20.4 | 0.923 | 0.963 | 10.9 | -15.2 | 7.7 | 3.7 | 7.7
Nc1nonc1-n1nnc(C(=O)N/N=C\c2ccncc2)c1CN1CCCCC1 | -7.6 | 8.4 | 0.891 | 0.892 | 8.6 | -1.8 | -1.9 | 10.8 | 10.9
O=C(COC(=O)/C=C/c1ccco1)Nc1ccccc1 | -5.8 | 7.4 | 0.99 | 0.922 | 6.4 | -2.4 | -12.7 | 7.8 | 1.0
COc1ccc(-c2cc3ccccc3n2CC(O)CN2CCCCC2)cc1 (centres undefined) | -3.9 | 7.5 | 0.915 | 0.911 | 1.0 | 5.8 | -2.3 | 8.9 | 8.5
Cc1cc(=O)oc2cc(NC(=O)c3ccnn3C)ccc12 | 0.4 | 16.6 | 1.04 | 0.956 | 5.1 | 8.1 | 22.7 | 4.4 | -3.9
Cc1cc(N2Cc3ccccc3C2)ccc1C=O | 0.0 | 30.5 | 0.923 | 0.855 | 6.5 | -0.6 | -5.7 | 14.5 | 7.7
Cc1cccc(/C(N)=N/OC(=O)C23CC4CC(CC(C4)C2)C3)c1 | 12.6 | 9.4 | 1 | 0.948 | 55.5* | 79.8* | 11.5 | 5.2 | -0.5
Oc1ccc(C[C@@H]2CNCCN2CCc2cccc(F)c2)cc1 | -3.0 | 6.3 | 0.987 | 0.911 | -12.6 | -4.7 | -2.0 | 8.9 | 1.3
CC(=O)c1cccc(OCCN2C(=O)NC(C)(C)C2=O)c1 | -6.0 | -7.2 | 1.1 | 0.87 | 4.4 | 4.7 | -7.9 | 13.0 | -10.1
Cc1ccc(CNS(=O)(=O)c2ccc3c(c2)NC(=O)CS3)cc1 | -1.7 | 8.1 | 1.02 | 1.07 | 5.7 | 3.4 | 11.3 | -7.5 | -2.0
N#Cc1ccc(-c2csc(-c3ccno3)n2)cc1 | -3.3 | -44.6 | 1.02 | 1.03 | 6.9 | 7.3 | -2.9 | -3.3 | -1.8
O=C(CN(C(=O)Cn1nnc(-c2ccc(F)cc2)n1)c1cccc(F)c1)NC1CCCC1 | -4.6 | 5.5 | 1 | 1.16 | -7.2 | 17.5 | 16.3 | -15.6 | -0.3
CC(=O)NCCNC(=O)c1ccc(CSc2ccc(Cl)cc2)cc1 | 4.5 | -5.1 | 0.975 | 1.08 | 0.8 | 2.6 | 4.3 | -8.5 | 2.5
O=C(NNC(=O)c1cc2ccccc2[nH]1)OCc1ccccc1 | -0.7 | 3.1 | 0.936 | 1.01 | 10.8 | 7.2 | 5.6 | -1.1 | 6.4
CCN(CC(=O)Nc1c(F)cccc1F)C(=O)COc1ccc2c(c1)CCC2 | 4.4 | 11.0 | 1.06 | 0.885 | -10.2 | -9.7 | 19.2 | 11.5 | -6.1
CCC(SC1=Nc2ccccc2C2=NC(CC(C)C)C(=O)N12)C(=O)Nc1ccc2c(c1)OCO2 (centres undefined) | -16.1 | 10.9 | 0.913 | 1.05 | 28.3 | 4.8 | 18.4 | -5.0 | 8.7
